Screens (PubChem BioAssay)
HTR5A inv ag: inverse agonist of human HTR5A in OPRM1-OPRD1 counter-screen. HTR5A cell line, luminescence, inverse agonism. inhibition, % at 9.3 µM. 340,000 compounds, 0.083% hits. AID 504634; in the data active = inhibition mostly above about 23%, no sharp cut-off; inactive = mostly below about 18%;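 also: 0% = cells with DMSO and 100% = no-cell wells with DMSO; some compounds called inactive have numbers as strong as hits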
Target sequence (P47898 whole entry, looked up): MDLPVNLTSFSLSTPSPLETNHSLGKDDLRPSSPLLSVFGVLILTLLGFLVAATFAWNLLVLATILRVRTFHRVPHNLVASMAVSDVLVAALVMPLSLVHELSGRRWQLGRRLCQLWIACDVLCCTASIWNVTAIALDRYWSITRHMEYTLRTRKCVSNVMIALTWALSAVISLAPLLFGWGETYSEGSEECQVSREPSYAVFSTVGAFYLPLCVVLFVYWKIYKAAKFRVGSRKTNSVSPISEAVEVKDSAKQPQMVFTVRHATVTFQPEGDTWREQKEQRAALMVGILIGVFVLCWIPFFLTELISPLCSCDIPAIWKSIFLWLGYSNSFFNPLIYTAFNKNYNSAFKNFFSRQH
PKA-R1A activ: PKA-R1A complex activation | P00514+P68181 | 340,000 compounds, 0.083% hits | PKA-R1A dissociation, Cy5-IP20 fluorescence polarization; scaled: DMSO 0%, 113 µM cGMP 100% | activation, % at 11.4 µM;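 active = percent activation above the mean of all tested compounds plus 3 SD, cut at about 19% in these data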;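 also: higher means more PKAc released from R1A so a rise in polarization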
Mot1-301 SUMO: inhibitors of SUMOylation pathway: yeast Mot1-301 growth rescue. S. cerevisiae Mot1-301 growth rescue, ATP luminescence, 38.5C; percent above DMSO median, 100 means doubled. growth rescue, % at 18.8 µM. 320,000 compounds, 1% hits. AID 2716;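 active = every valid replicate shows activation above 250% relative to neutral control wells; inactive = the rest, any valid replicate at or below 250%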;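 also: OY570 slx delta 5 strain wells were the positive control but not used for scaling; some compounds called inactive have numbers as strong as hits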
Tat export inh: E. coli Tat transport inhibition; E. coli MC4100 TorA-mCherry Tat export, fluorescence; inhibition, % at 10 µM; 340,000 compounds, 0.036% hits;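 active = mean replicate inhibition at least 50% and at least half of replicates individually reaching 50%; inconclusive = only one of the two criteria met; inactive = neither criterion met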;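 also: exported cargo escapes ClpAP degradation while cytoplasmic cargo is degraded and loses fluorescence; 0% = median of neutral control wells and 100% = median of NaSCN control wells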
PfHsp90 set2: reduces growth (ATP signal) of yeast expressing P. falciparum Hsp90 | S. cerevisiae expressing PfHsp90, BacTiter-Glo ATP, 48 h; yeast lacking PDR1 and PDR3 efflux regulators | inhibition, % at 9.4 µM | 310,000 compounds, 0.32% hits | AID 504621;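 active = every replicate shows inhibition above about 80%, whatever the replicate mean, limit read from the data; inconclusive = mean inhibition reaches the set limit but some replicate falls short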;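 also: 0% = DMSO neutral controls and 100% = 20 µM radicicol positive controls; yeast relying on Plasmodium falciparum Hsp90 in place of its own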
MOR-DOR ag: OPRM1-OPRD1 heterodimerization agonism | P35372+P41143 | cells, luminescence | activation, % at 9.3 µM | 340,000 compounds, 0.3% hits | AID 504326; in the data active = activation above about 18%;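 also: 0% = vehicle-treated cells and 100% = reference agonist; values of inactives mirror those of a sister screen read the other way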
OPRM1-OPRD1 inv: inverse agonists of human mu-delta opioid receptor heterodimerization; inhibition, % at 9.3 µM; cell-based MOR-DOR heterodimer luminescence, inverse agonism; P35372+P41143; AID 504357; 340,000 compounds, 0.21% hits; in the data active = inhibition above about 22%, passing the limit was not always enough;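 also: 0% = cells with DMSO and 100% = wells without cells with DMSO; values of inactives mirror those of a sister screen read the other way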
phage Ecoli inh: E. coli growth loss with phage present; growth absorbance; inhibition, % at 11.9 µM; 360,000 compounds, 0.26% hits; AID 651602; in the data active = inhibition above about 11%
PKA-R2B act: activators of human PKA-R2B complex. P22694+P31323. PKA-R2B holoenzyme dissociation, Cy5-IP20 fluorescence polarization; R2B truncated from residue 108, S112A mutant; 0% DMSO only, 100% 113 µM cGMP. activation, % at 11.4 µM. 340,000 compounds, 0.079% hits. AID 504700;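 active = activation above a cutoff set at the mean over all compounds plus 3 SD, cut at about 18% in these data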;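 also: higher means more holoenzyme dissociation and a rise in polarization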
Target sequence (P31323 whole entry, looked up, other chains not shown, the tested form may be a part): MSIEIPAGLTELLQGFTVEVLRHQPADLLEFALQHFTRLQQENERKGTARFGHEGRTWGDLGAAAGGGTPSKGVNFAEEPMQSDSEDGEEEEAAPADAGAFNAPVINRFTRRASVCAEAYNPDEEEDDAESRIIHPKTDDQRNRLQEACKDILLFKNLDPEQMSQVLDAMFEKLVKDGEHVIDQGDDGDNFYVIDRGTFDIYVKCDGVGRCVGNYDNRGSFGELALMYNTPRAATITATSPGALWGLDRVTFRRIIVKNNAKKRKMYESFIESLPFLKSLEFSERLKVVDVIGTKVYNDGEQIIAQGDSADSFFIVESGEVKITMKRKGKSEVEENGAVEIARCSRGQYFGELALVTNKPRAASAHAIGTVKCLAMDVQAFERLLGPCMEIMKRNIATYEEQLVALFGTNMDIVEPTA
AddAB inh: less growth of phage-infected E. coli with AddAB. E. coli expressing H. pylori AddAB, absorbance growth. inhibition, % at 11.9 µM. 330,000 compounds, 0.29% hits. AID 435030; in the data active = inhibition above about 12%;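 also: 0% = vehicle wells of infected cells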
E coli growth: bacterial growth inhibition, counter-screen for AddAB inhibitors; E. coli V3065 growth, OD600 absorbance, 18 h; 330,000 compounds, 0.27% hits; inhibition, % at 11.9 µM;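 active = inhibition above the campaign's mean inhibition across all tested compounds plus 3 SD, cut at about 9.9% in these data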;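 also: uninfected addAB+ strain grown without phage in ampicillin broth; 0% = DMSO wells and 100% = ciprofloxacin 0.95 µg/ml wells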
An asterisk follows results filed as active; ? = inconclusive; . = not tested or not shown.

[1] COc1cc(/C=N/NC(=O)[C@H](Cc2c[nH]c3ccccc23)NC(=O)OCC(C)C)cc([N+](=O)[O-])c1O
[2] COc1ccc(C2(C)NC(=O)N(CC(=O)NC3CCCC3)C2=O)cc1OC (stereo unspecified)
[3] O=S(=O)(NNc1ccc(F)cc1F)c1cccc(Cl)c1
[4] CCOC(=O)CNC(=O)c1sc(NC(=O)c2ccccc2F)nc1C
[5] c1ccc(CSc2nnc(SCc3ccccn3)s2)nc1
[6] CCCNC(=O)c1cc(OC)c(OC)cc1[N+](=O)[O-]
[7] NC(=O)C1CCCN(C(=S)NCc2ccc3c(c2)OCO3)C1 (stereo unspecified)
[8] O=C(N1CCN(c2ccc(F)cc2)CC1)C1(c2cccs2)CCOCC1
[9] CC1C(=O)C(C)C(c2cccs2)NC1c1cccs1 (stereo unspecified)
[10] CC1CCCC(NC(=O)CN2C(=O)COc3ccccc32)C1C (stereo unspecified)
screen / no.	1	2	3	4	5	6	7	8	9	10
E coli growth	1.8	2.8	1.9	2.5	1.0	0.0	1.0	1.4	2.2	-2.2
Tat export inh	10	-5	6	1	-4	5	4	-3	-5	1
PfHsp90 set2	-3	24	19	-1	8	-5	-9	-2	-21	15
PKA-R1A activ	-5	0	-2	2	-9	2	-5	-5	0	-9
OPRM1-OPRD1 inv	23	-5	-17	9	-4	-4	5	3	-7	14
HTR5A inv ag	4	-22	-5	13	26	29	9	-4	-31	-8
Mot1-301 SUMO	-1	-8	-11	0	1	-3	4	15	314	2
MOR-DOR ag	-3.8	1.2	2.3	-1.6	0.7	0.7	-1.0	-0.6	1.1	-2.7
phage Ecoli inh	5.3	0.6	2.0	0.3	1.6	1.5	1.9	3.5	0.5	1.3
AddAB inh	7.1	3.1	3.0	0.3	1.4	1.4	-0.3	5.0	2.1	1.5
PKA-R2B act	-5	13	3	-20	3	3	-12	11	-10	5

Part of the list above, reformatted:
Results follow in this order: E coli growth	Tat export inh	PfHsp90 set2	PKA-R1A activ	OPRM1-OPRD1 inv	HTR5A inv ag	Mot1-301 SUMO	MOR-DOR ag	phage Ecoli inh	AddAB inh	PKA-R2B act
#4 CCOC(=O)CNC(=O)c1sc(NC(=O)c2ccccc2F)nc1C
    2.5	1	-1	2	9	13	0	-1.6	0.3	0.3	-20
#5 c1ccc(CSc2nnc(SCc3ccccn3)s2)nc1
    1.0	-4	8	-9	-4	26	1	0.7	1.6	1.4	3
#6 CCCNC(=O)c1cc(OC)c(OC)cc1[N+](=O)[O-]
    0.0	5	-5	2	-4	29	-3	0.7	1.5	1.4	3

More records follow.
[11] O=C1CSC(c2ccccn2)N1c1ccc(F)cc1F (stereo unspecified)
[12] CN(Cc1ccccc1)C(=O)c1oc(=O)c2ccccc2c1-c1ccccc1
[13] CN1C(=O)N(C)C2(c3ccccc3)N(C(C)(C)C)C(=O)NC12c1ccccc1 (stereo unspecified)
[14] Cc1ccc(NC2=CC(=O)C(=O)c3ccccc32)c(C)c1
[15] Cn1c(C(=O)N2CCC(C(N)=O)CC2)cc2cc(Cl)ccc21
[16] Cn1c(=O)c2sccc2n(CC(=O)NCCC2=CCCCC2)c1=O
[17] O=C(COc1ccc(S(=O)(=O)Nc2cccc(C(F)(F)F)c2)cc1)N1CCOCC1
[18] CS(=O)c1ccc(-n2c(=O)n(Cc3ccccc3)c(=O)c3[nH]cnc32)cc1 (stereo unspecified)
[19] O=C(CNC(=O)c1ccc(S(=O)(=O)N2CCCC2)cc1)N/N=C/c1c(Cl)cccc1Cl
[20] C/C(=N\NC(=O)c1ccncc1)c1cccs1
screen / no.	11	12	13	14	15	16	17	18	19	20
E coli growth	0.1	0.0	3.3	-2.8	1.1	-0.2	-0.1	-4.8	0.7	0.0
Tat export inh	1	6	-10	-9	12	-8	2	3	-2	2
PfHsp90 set2	.	5	-12	-14	18	0	13	0	14	-11
PKA-R1A activ	-5	1	-10	8	-2	2	3	2	-2	-1
OPRM1-OPRD1 inv	6	-7	-15	-10	3	5	5	14	1	12
HTR5A inv ag	16	-3	3	-13	-3	-12	-17	-13	1	34
Mot1-301 SUMO	236	53	-7	-15	293	5	-8	-7	-11	13
MOR-DOR ag	-1.1	1.3	3.1	2.6	-0.6	-0.9	-1.0	-2.7	-0.1	-2.4
phage Ecoli inh	-0.6	0.2	3.5	1.2	2.7	2.8	-1.0	0.2	1.8	1.5
AddAB inh	0.5	3.7	3.0	-0.4	3.3	1.3	2.3	-0.8	5.4	-2.5
PKA-R2B act	1	-5	-6	5	-6	1	5	2	1	3

[21] CCOc1ccc(-c2nc(CN3CCCCC3CCn3cccn3)c(C)o2)cc1 (stereo unspecified)
[22] O=C(O)CCc1ccc(-c2ccc(Cl)cc2)n1Cc1ccco1
[23] COc1ccc(OC)c(NC(=O)Cn2cc(C(=O)c3ccco3)c3ccccc32)c1
[24] Cc1ccccc1N=C/C=C1\N(C)c2ccccc2C1(C)C
[25] C=CCNC(=O)c1c2c(nc3ccccc13)-c1ccccc1CC2
[26] COc1ccc(CCC(=O)Nc2ccc(Cn3ccnc3)cc2)cc1
[27] O=C(CNC(=O)c1ccccc1)OCC(=O)c1c[nH]c2ccccc12
[28] Cc1ccc(N2C(=O)N(CC(=O)c3cc(C)ccc3C)C(=O)C2C)cc1 (stereo unspecified)
[29] Nc1ccc(N2CCOCC2)c(S(=O)(=O)Nc2cc(Cl)ccc2Cl)c1
[30] O=C(N/N=C/c1ccccc1)C(O)c1ccccc1 (stereo unspecified)
screen / no.	21	22	23	24	25	26	27	28	29	30
E coli growth	-2.7	-0.5	-0.8	-1.5	1.3	-2.4	1.7	-0.8	0.1	0.7
Tat export inh	-11	5	-3	-7	-12	-3	-3	14	-4	-4
PfHsp90 set2	30	4	7	.	28	9	-5	-3	-20	5
PKA-R1A activ	-1	1	6	-5	-15	-2	11	2	0	-14
OPRM1-OPRD1 inv	-7	3	7	7	14	3	8	-5	3	10
HTR5A inv ag	1	-9	5	-7	4	-16	-5	-19	0	3
Mot1-301 SUMO	-2	-1	-1	14	-1	-4	-10	-1	1	0
MOR-DOR ag	1.3	-0.5	-1.6	-1.2	-2.7	-0.7	-1.6	1.0	-0.5	-2.0
phage Ecoli inh	0.9	1.1	2.5	2.6	1.9	-0.6	2.2	0.6	-1.1	0.6
AddAB inh	-2.0	1.3	1.8	1.8	1.6	2.5	0.2	3.4	1.6	1.7
PKA-R2B act	-5	5	6	-6	-11	5	5	7	6	-8

[31] Cc1ccc2nc3c(cc(C(=O)NC4CCCC4)c(=N)n3C3CCCCC3)c(=O)n2c1
[32] COc1cc2c(=O)n(CC3CCCO3)c(=O)n(CC(=O)Nc3ccccc3)c2cc1OC (stereo unspecified)
[33] Cc1cc(C(=O)N[C@@H](c2ccccc2)[C@]2(C)C[C@H]2[C@@H](C)C(=O)Nc2ccc3ccccc3c2)no1
[34] COc1ccc(OC)c(NC(=O)Cc2csc(NC(=O)Nc3ccccc3OC)n2)c1
[35] Cc1ccc(C(=O)Nc2cccc(C(=O)N3CCN(C)CC3)c2)cc1
[36] NS(=O)(=O)c1ccc(NC(=O)COC(=O)C2CC(=O)N(Cc3ccccc3)C2)cc1 (stereo unspecified)
[37] O=[N+]([O-])c1ccc2nc(-c3ccccc3)cc(-c3ccccc3)c2c1
[38] CCOc1ccc(C(=O)Nc2ccc(C(=O)N3CCOCC3)cc2)c(OCC)c1
[39] Cc1ccc(NS(=O)(=O)c2c(C)[nH]c(=O)[nH]c2=O)c(Br)c1
[40] CCC/C(=N\NC(=O)CCC(=O)NCc1ccccc1)c1ccccc1
screen / no.	31	32	33	34	35	36	37	38	39	40
E coli growth	0.5	0.2	0.8	-0.4	0.3	1.2	-0.9	-3.4	-0.8	-0.6
Tat export inh	3	3	7	11	-5	-8	-2	-10	-2	2
PfHsp90 set2	-29	-30	3	.	.	-21	6	19	6	-27
PKA-R1A activ	0	-10	-5	-16	-4	1	5	-4	9	-3
OPRM1-OPRD1 inv	0	20	8	-7	6	9	-7	13	6	17
HTR5A inv ag	1	9	-13	3	0	2	8	-12	7	2
Mot1-301 SUMO	271	-5	-3	0	2	-3	-5	1	-21	8
MOR-DOR ag	-0.1	-3.8	-1.5	1.4	-1.0	-1.7	1.3	-3.3	-1.4	-2.9
phage Ecoli inh	0.2	3.0	1.3	4.9	3.5	1.6	3.1	0.2	1.4	3.6
AddAB inh	2.2	-0.6	0.2	4.1	0.4	0.8	1.8	-2.0	0.5	2.8
PKA-R2B act	6	1	-7	-9	10	-6	-2	6	1	1

[41] Cc1cc(C(=O)O)cc(Br)c1N
[42] C[C@@H]1CN([C@H](C)CO)C(=O)c2cc(NS(=O)(=O)c3cccs3)ccc2O[C@H]1CN(C)Cc1ccccc1
[43] CCNc1nc(NCC)nc(NC(N)=S)n1
[44] COc1ccc(C2NN=C(c3ccc(C)cc3)S2)cc1 (stereo unspecified)
[45] Cc1c(NC(=O)COc2ncnc3ccccc23)c(=O)n(-c2ccccc2)n1C
screen / no.	41	42	43	44	45
E coli growth	-0.1	-0.6	0.2	1.9	1.5
Tat export inh	-3	?	-6	8	-1
PfHsp90 set2	14	15	4	3	-11
PKA-R1A activ	-6	-13	3	0	0
OPRM1-OPRD1 inv	12	11	9	5	14
HTR5A inv ag	-9	-2	27	14	19
Mot1-301 SUMO	326*	-24	-7	-18	17
MOR-DOR ag	-2.4	-2.0	-2.0	-1.2	-3.4
phage Ecoli inh	4.0	0.6	-0.8	1.4	1.7
AddAB inh	3.4	1.1	0.2	-1.0	3.4
PKA-R2B act	4	-8	-6	9	1
